TbPYK inhibitor: T. brucei pyruvate kinase inhibition. Q57TT1. Potency, µM (doses to about 76.8 µM), without a hit: at the highest dose activity, negative = inhibition, most hits filed as inhibitors. TbPYK enzyme, Kinase-Glo Plus ATP luminescence, 45 min. AID 624173. actives 0.12% (n = 410,000); also: potency is read from the fitted curve at half-maximal effect; % is scaled to controls: 0 for no effect and ±100 for the full control effect; nearly all actives have a fitted effect of over 50% in size
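Luminescent Kinase-Glo Plus end-point after 45 min room-temperature reaction of T. brucei pyruvate kinase started with 130 uM ADP (final). Buffer TEA 50 mM pH 7.2 with KCl, MgCl2, BSA, Tween-20; titration-based qHTS with fitted concentration-effect curves.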
Cycloheximide cs: affects cycloheximide protein synthesis inhibition readout, counter-screen | cell reporter, cycloheximide protein synthesis inhibition counterscreen | max response, % | actives 12% (n = 300,000); in the data active = max response mostly above about 13%, no sharp cut-off; inactive = mostly below about 14%; also: read at 38.3 µM for the half of the compounds with a filed dose; 0% is about no effect
Pf growth 48h: P. falciparum growth inhibition at 48 hours (one generation); actives 5.9% (n = 310,000); Potency, µM (top dose mostly 28.7 µM), without a hit: at the highest dose activity change, negative = inhibition, hits mostly inhibitors; P. falciparum luciferase growth in erythrocytes, 48 h; AID 504832; also: potency is read from the fitted curve at half-maximal effect; % is scaled to controls: 0 for no effect and ±100 for the full control effect
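Luciferase-expressing P. falciparum in infected erythrocytes (2% hematocrit, 0.1% parasitemia final) in RPMI 1640/0.5% Albumax were exposed to compound for 48 hours at 37 C, 5% CO2; growth read as luminescence.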
LmPK inh: blocks Leishmania mexicana pyruvate kinase activity | purified LmPK, Kinase-Glo ATP luminescence, 1 h | actives 0.37% (n = 290,000) | Potency, µM (titrated, usually from 57.5 µM), without a hit: at the highest dose activity change, negative = inhibition, most hits filed as inhibitors | Q27686 | AID 1721; also: potency is read from the fitted curve at half-maximal effect; % is scaled to controls: 0 for no effect and ±100 for the full control effect
Target sequence (Q27686 whole entry, looked up): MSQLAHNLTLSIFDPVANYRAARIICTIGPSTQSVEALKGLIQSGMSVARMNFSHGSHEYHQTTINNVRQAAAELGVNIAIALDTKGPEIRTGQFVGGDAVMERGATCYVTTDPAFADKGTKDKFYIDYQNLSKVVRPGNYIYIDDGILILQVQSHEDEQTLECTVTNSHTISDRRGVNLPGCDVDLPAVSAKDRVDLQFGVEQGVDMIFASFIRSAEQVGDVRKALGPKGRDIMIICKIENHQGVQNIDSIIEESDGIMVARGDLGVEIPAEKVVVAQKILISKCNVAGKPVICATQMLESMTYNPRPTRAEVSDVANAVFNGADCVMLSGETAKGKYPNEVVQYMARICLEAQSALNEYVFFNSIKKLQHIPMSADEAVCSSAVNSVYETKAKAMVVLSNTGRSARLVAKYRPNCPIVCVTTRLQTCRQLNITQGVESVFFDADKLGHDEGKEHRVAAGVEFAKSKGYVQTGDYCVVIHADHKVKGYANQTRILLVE
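ATP generated from ADP (0.1 mM) and PEP (0.5 mM) by 0.1 nM LmPK over 1 h at room temperature (pH 7.2 imidazole buffer) was detected by coupled luciferase luminescence. Values were normalized to uninhibited and no-enzyme wells.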
Shiga inhibitor: Shiga toxin inhibition | Vero cells, Shiga toxin protein synthesis inhibition reporter | inhibition, % at 38.7 µM | actives 9.2% (n = 290,000) | AID 2315; in the data active = inhibition mostly above about 28%, no sharp cut-off; inactive = mostly below about 43%; also: 0% is about no effect
AmpC inh no detg: AmpC beta-lactamase inhibition without detergent; AmpC nitrocefin hydrolysis, absorbance 480 nm, 0.0001% Triton; Potency, µM (top dose mostly 57.1 µM), inactives show top-dose activity change, negative = inhibition, most hits filed as inhibitors; actives 0.52% (n = 330,000); P00811;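 also: potency is read from the fitted curve at half-maximal effect; plate controls were no compound for no effect and no enzyme for full effect; nearly all actives have a fitted effect of over 20% in size; some results filed as inactive show a strong effect at the top dose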
Target sequence (P00811 whole entry, looked up): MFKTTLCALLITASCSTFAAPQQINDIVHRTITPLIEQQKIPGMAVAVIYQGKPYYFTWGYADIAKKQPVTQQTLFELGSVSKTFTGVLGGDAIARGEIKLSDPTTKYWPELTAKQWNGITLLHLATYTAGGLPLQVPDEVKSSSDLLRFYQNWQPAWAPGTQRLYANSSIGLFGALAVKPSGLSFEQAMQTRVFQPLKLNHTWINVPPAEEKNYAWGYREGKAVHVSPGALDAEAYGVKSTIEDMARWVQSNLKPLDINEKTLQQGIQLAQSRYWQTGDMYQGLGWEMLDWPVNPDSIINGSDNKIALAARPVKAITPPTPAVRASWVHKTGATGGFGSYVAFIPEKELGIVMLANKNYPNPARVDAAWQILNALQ
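AmpC (5.3 nM in the dispensed reagent) in 20 mM phosphate pH 7.0 with 0.01% (detergent screen) or 0.0001% Triton X-100 was preincubated with compounds for 15 min at room temperature. Nitrocefin was then added from an 800 uM solution, and hydrolysis was followed at 480 nm.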
Pf growth 96h: P. falciparum growth inhibition at 96 hours. Potency, µM (titrated, usually from 28.7 µM), for inactives: at the top dose activity change, negative = inhibition, hits mostly inhibitors. AID 504834. actives 6.9% (n = 320,000). P. falciparum luciferase reporter growth, 96 h; also: potency is read from the fitted curve at half-maximal effect; % is scaled to controls: 0 for no effect and ±100 for the full control effect
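Readout is luminescence from an integrated firefly luciferase in P. falciparum. Red cells, 2% hematocrit and 0.05% parasitemia final, were cultured with compound through two parasite generations (96 hours) at 37 C, 5% CO2.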
Starred values were filed as active, the others as inactive; ? = inconclusive; . = not tested or not shown; [ ] = remark or other dose. Unless noted, calls follow the shape of the dose curve; as a rule, active = well fitted curve in the direction sought with a large enough effect; inconclusive = small, poorly fitted or top-dose-only effect, or another doubt; inactive = no such curve, though single readings can be large; an effect the other way counts as inactive or inconclusive.

1: COc1ccc(Br)cc1C(=O)NC(=S)Nc1ccc(Cl)c(C(=O)O)c1
2: COc1ccccc1C(=O)N/N=C(\C)c1ccc(NC(=O)Cc2ccccc2)cc1
3: Nc1nonc1NC(=O)CSc1nc2ccccc2s1
4: CC1(C)CC(NS(=O)(=O)c2ccc(Cl)cc2)CC(C)(C)N1
5: CCOC(=O)c1sc(NC(=O)CN2CCN(c3ccccc3)CC2)nc1C
6: COC(=O)c1ccc(C)c(NC(=O)CCc2ccc(OC)c(OC)c2)c1
7: CC(=C1C2C=CC1C1C(=O)NC(=O)C21)c1ccccc1 (stereo not drawn)
8: O=C(CN1C(=O)c2cccc([N+](=O)[O-])c2C1=O)N1CCN(S(=O)(=O)c2ccccc2)CC1

Compound | 1 | 2 | 3 | 4 | 5 | 6 | 7 | 8
TbPYK inhibitor | -6% | -7% | -4% | -3% | -8% | -3% | 4% | 4%
Cycloheximide cs | -6 | 2 | 18 | -3 | -3 | -3 | -3 | .
Pf growth 48h | -5% | ? | 19% | ? | 2% | 8% | 16% | -19%
LmPK inh | -4% | 1% | 3% | 4% | 3% | 0% | -2% | .
Shiga inhibitor | 40 | 17 | 12 | -13 | -9 | -8 | -15 | .
AmpC inh no detg | -25% | -9% | . | -8% | 44% | -1% | -20% | -2%
Pf growth 96h | 20% | 36%[activator] | 10µM* | -14% | ? | -10% | ? | -7%

9: CCCCn1c(N)c(N(CC(C)C)C(=O)CSC(C)C(=O)Nc2cc(C)on2)c(=O)[nH]c1=O (stereo not drawn)
10: CC(Cc1cnccn1)NCc1c(C(=O)N2CCCCCCC2)nc2ccc(Cl)cn12 (stereo not drawn)
11: CC(C)CN(C(=O)CSc1nnc(-c2ccco2)o1)c1c(N)n(Cc2ccccc2)c(=O)[nH]c1=O
12: Cc1c(CC(=O)O)c(=O)oc2cc(OCc3ccc(Br)cc3)ccc12
13: O=C(NCCC1=CCCCC1)C1CC(=O)N(C2CCCCCC2)C1 (stereo not drawn)
14: CC(=O)NC1=NN(C(C)=O)C2(CCCC2)S1
15: CC(=O)c1cc2c(cc1NC(=O)CN1CCOCC1)OCO2
16: COc1cccc(N2CCN(C(=S)NCCc3ccccc3)CC2)c1

Compound | 9 | 10 | 11 | 12 | 13 | 14 | 15 | 16
TbPYK inhibitor | -11% | 2% | 1% | -2% | 0% | -2% | 2% | -19%
Cycloheximide cs | . | -1 | -2 | 16* | -1 | 4 | -3 | -1
Pf growth 48h | ? | 29% | 0% | . | -11% | 30% | 2% | -15%
LmPK inh | . | 5% | -2% | 0% | 5% | 1% | 2% | 0%
Shiga inhibitor | . | -12 | -2 | 27 | -11 | -27 | -15 | 23
AmpC inh no detg | -14% | 3% | 136%[activator] | -21% | 85%[activator] | -13% | -6% | -1%
Pf growth 96h | ? | -1% | -2% | 50%[activator] | 33%[activator] | ? | . | 1%

17: CC(=O)c1ccccc1C(=O)NCc1cccnc1
18: CCCC(=O)Nc1cccc(-c2nc3ccccc3c(=O)o2)c1
19: N#C/C(=C\c1ccc(OCc2ccc(Br)cc2)cc1)C(=O)Nc1cccc(C(=O)O)c1
20: NC(=O)CC(NC(=O)Cc1ccc(Br)cc1)c1ccc(NCCc2ccc(F)cc2)c([N+](=O)[O-])c1 (stereo not drawn)
21: Cc1ccc(S(=O)(=O)N2CCN(C(=O)CSc3nnc(C)c(=O)[nH]3)CC2)cc1
22: CNc1ccccc1C(C)(C)c1cc(-c2cccc(Br)c2)no1
23: COc1ccccc1-n1cc(C(=O)c2cc(Cl)ccc2O)cc(C#N)c1=O
24: O=C(Nc1ccc(N2CCOCC2)cc1)c1ccc2c(c1)OCO2

Compound | 17 | 18 | 19 | 20 | 21 | 22 | 23 | 24
TbPYK inhibitor | -2% | -5% | 1% | 0% | -15% | -6% | -1% | -8%
Cycloheximide cs | -2 | -1 | 23* | -9 | 1 | 9 | -3 | 37*
Pf growth 48h | 2% | 19% | 13% | ? | -9% | ? | ? | 60%[activator]
LmPK inh | -1% | -6% | -2% | 6% | 18% | 8% | -1% | -16%
Shiga inhibitor | 2 | -18 | 95* | 3 | 16 | 17 | 38 | 76*
AmpC inh no detg | -19% | -17% | -52% | ? | -23% | -40% | -39% | -16%
Pf growth 96h | 19% | 7% | 81%[activator] | ? | 49%[activator] | ? | ? | ?

Compound profiles, from the list above. Values in the order: TbPYK inhibitor	Cycloheximide cs	Pf growth 48h	LmPK inh	Shiga inhibitor	AmpC inh no detg	Pf growth 96h
Entry for `N#C/C(=C\c1ccc(OCc2ccc(Br)cc2)cc1)C(=O)Nc1cccc(C(=O)O)c1` = 1%	23*	13%	-2%	95*	-52%	81%[activator]
Entry for `COc1ccccc1-n1cc(C(=O)c2cc(Cl)ccc2O)cc(C#N)c1=O` = -1%	-3	?	-1%	38	-39%	?
Entry for `CNc1ccccc1C(C)(C)c1cc(-c2cccc(Br)c2)no1` = -6%	9	?	8%	17	-40%	?

The listing picks up, starting 2 compounds before the break.
23: COc1ccccc1-n1cc(C(=O)c2cc(Cl)ccc2O)cc(C#N)c1=O
24: O=C(Nc1ccc(N2CCOCC2)cc1)c1ccc2c(c1)OCO2
25: CN(C)C(=O)N=NC(=O)N(C)C
26: COc1ccccc1C(=O)NCC(=O)OCC(=O)N1CC(C)OC(C)C1 (stereo not drawn)
27: O=C(COC(=O)Cc1ccccc1)NCCNC(=O)COC(=O)Cc1ccccc1
28: COc1ccc(C)cc1S(=O)(=O)Nc1cc(Cl)ccc1Cl
29: COCCCNCC(O)C(F)(F)F (stereo not drawn)
30: O=C(NCc1csc2ccccc12)Nc1cc(Cl)cc(Cl)c1
31: CN(C)CCCNC(=O)c1cc(Br)ccc1O
32: CCOC(=O)C1=C(C)N(CCCCCC(=O)O)C(=O)NC1c1ccc(Cl)cc1 (stereo not drawn)

Compound | 23 | 24 | 25 | 26 | 27 | 28 | 29 | 30 | 31 | 32
TbPYK inhibitor | -1% | -8% | ? | -2% | -3% | -10% | 0% | 1% | 7% | 0%
Cycloheximide cs | -3 | 37* | . | . | . | -3 | -7 | -2 | 2 | 1
Pf growth 48h | ? | 60%[activator] | 31%[activator] | ? | 2% | -3% | 29% | ? | -4% | -15%
LmPK inh | -1% | -16% | . | . | . | 4% | -3% | 1% | -6% | -3%
Shiga inhibitor | 38 | 76* | . | . | . | 8 | 6 | 43 | 5 | 13
AmpC inh no detg | -39% | -16% | -27% | -12% | 20% | -23% | -14% | -55% | -20% | -24%
Pf growth 96h | ? | ? | 10% | 12% | 19% | 2% | 35%[activator] | ? | 0% | -25%

33: COc1ccc(CN(C)Cc2nc3scc(-c4ccccc4)c3c(=O)[nH]2)cc1OC
34: Cc1ccc(-n2ncc3c(=O)n(CC(=O)NC4CCCCC4)cnc32)cc1
35: CCC1CCCCN1CCNC(=O)CNS(=O)(=O)c1ccc2nc(C)sc2c1 (stereo not drawn)
36: CCOC(=O)c1c(NC(=O)CN2C(=O)NC3(CCCCC3C)C2=O)sc(C)c1CC (stereo not drawn)
37: CC(=O)Nc1ccc(NC(=O)C(NS(=O)(=O)c2cccc3nsnc23)C(C)C)cc1 (stereo not drawn)
38: Cc1cccc(NC(=O)c2cc([N+](=O)[O-])ccc2NCC2CCCO2)n1 (stereo not drawn)
39: c1ccc(-n2nnnc2Oc2ccc(-n3ccnc3)cc2)cc1
40: CCN(CC)CCN1C(=O)C(=O)/C(=C(/O)c2c(C)[nH]c(C(=O)OC)c2C)C1c1ccccc1 (stereo not drawn)

Compound | 33 | 34 | 35 | 36 | 37 | 38 | 39 | 40
TbPYK inhibitor | -4% | 0% | 1% | -6% | 1% | 0% | -12% | 0%
Cycloheximide cs | -2 | 4 | -3 | . | -2 | -1 | 1 | 1
Pf growth 48h | ? | 2% | -5% | ? | 30%[activator] | -26% | -2% | 12%
LmPK inh | 7% | 3% | 1% | . | 0% | 1% | -1% | 2%
Shiga inhibitor | -4 | -2 | -5 | . | 8 | -5 | -4 | -3
AmpC inh no detg | 8% | -16% | -4% | 28% | -12% | -6% | -23% | -19%
Pf growth 96h | ? | 4.7µM* | 84%[activator] | 32%[activator] | 6% | 30%[activator] | ? | 18%

41: COc1ccc(CNC(=O)[C@H](Cc2c[nH]c3ccccc23)NC(=O)[C@@H]2Cc3ccccc3CN2)cc1
42: CC(=O)Nc1cccc(NC(=S)Nc2cccc(Cl)c2C)c1
43: O=C(NCc1ccccn1)/C(=N/O)c1ccccc1
44: CCC(C)N(C(=O)COc1ccc(-c2nnco2)cc1)C1CCS(=O)(=O)C1 (stereo not drawn)
45: Cc1ccc(-c2nc3cc(Cl)ccc3o2)cc1
46: Cc1cc(NC(=O)c2sccc2C)n(-c2cccc(Cl)c2)n1
47: COc1cc(/C=N/O)ccc1Oc1cnccn1
48: COc1cccc([C@@H]2Oc3ccc(Br)cc3C(=O)[C@H]2OC(=O)NC2CCCC2)c1

Compound | 41 | 42 | 43 | 44 | 45 | 46 | 47 | 48
TbPYK inhibitor | 2% | -14% | ? | 8% | 2% | -15% | 0% | -6%
Cycloheximide cs | -4 | 7 | 36* | . | 46* | -2 | -3 | -2
Pf growth 48h | ? | 6% | 53%[activator] | 18% | 299%[activator] | -6% | . | -6%
LmPK inh | 2% | 1% | 0% | . | ? | 3% | 0% | 0%
Shiga inhibitor | -3 | 15 | 31* | . | 123* | 18 | -2 | 12
AmpC inh no detg | -1% | -23% | -9% | -8% | -12% | -16% | -9% | -5%
Pf growth 96h | ? | 13%[5.75 µM] | ? | ? | . | -11% | -7% | -27%

49: Cc1cc(C=O)c(C)n1-c1ccc(Oc2ccc([N+](=O)[O-])cn2)cc1
50: Cn1cccc1CC(=O)N/N=C/C(Cl)=C/c1ccccc1
51: CC1(C)CC(=O)C2=C(C1)OC(N)=C(C#N)C2c1ccc(OC(=O)N2CCOCC2)cc1 (stereo not drawn)
52: S=C(NCc1ccccn1)Nc1ccccc1
53: O=C(NCc1ccccc1)c1ccc2nccnc2c1
54: COc1cccc(NC(=S)N2CCN(c3ccccn3)CC2)c1
55: FC(F)(F)c1cnc(C(c2ccccc2)c2ncn[nH]2)c(Cl)c1 (stereo not drawn)
56: COc1ccc(NS(=O)(=O)c2cccc(C(=O)NCC3(N4CCCCC4)CCCCC3)c2)cc1

Compound | 49 | 50 | 51 | 52 | 53 | 54 | 55 | 56
TbPYK inhibitor | 28% | 1% | 5% | -10% | -3% | -4% | -3% | -3%
Cycloheximide cs | -2 | 18 | -3 | 7 | -2 | 12 | -2 | .
Pf growth 48h | 0% | 19% | ? | 38%[activator] | . | 14% | -4% | ?
LmPK inh | 7% | 2% | 0% | -6% | 3% | 2% | -1% | .
Shiga inhibitor | 14 | 28 | 18 | 10 | 3 | -9 | -8 | .
AmpC inh no detg | -21% | -36% | 4% | -10% | -7% | -6% | -5% | -30%
Pf growth 96h | 61%[activator] | ? | -3% | 66%[activator] | 41%[activator] | ? | 35%[activator] | ?
